High-throughput results (PubChem)
OX1R FRET antag = blocks the human orexin 1 receptor; hit rate 1.8% among 330,000; AID 485270; OX1R-expressing cells, FRET antagonist read-out; O43613; inhibition, % at 6.6 µM; in the data active means inhibition mostly above about 38%, no sharp cut-off; inactive means mostly below about 40%;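 further: 0% = agonist challenge alone and 100% = reference antagonist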
Target sequence (O43613 whole entry, looked up): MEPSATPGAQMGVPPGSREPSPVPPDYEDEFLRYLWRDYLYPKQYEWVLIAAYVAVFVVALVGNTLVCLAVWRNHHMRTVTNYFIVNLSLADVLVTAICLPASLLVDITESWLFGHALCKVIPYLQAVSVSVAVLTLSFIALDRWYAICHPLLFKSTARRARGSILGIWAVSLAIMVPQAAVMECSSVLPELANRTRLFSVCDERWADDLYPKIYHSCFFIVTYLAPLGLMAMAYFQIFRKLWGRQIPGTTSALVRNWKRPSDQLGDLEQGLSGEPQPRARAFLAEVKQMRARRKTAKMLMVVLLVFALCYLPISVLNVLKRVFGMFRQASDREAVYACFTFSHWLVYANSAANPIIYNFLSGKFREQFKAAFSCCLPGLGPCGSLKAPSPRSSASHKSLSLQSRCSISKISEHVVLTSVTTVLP
STK33 kinase inh = blocks human STK33 kinase activity | AID 2661 | hit rate 0.073% among 320,000 | inhibition, % at 10 µM | purified STK33, MBP phosphorylation, ADP-Glo luminescence;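 active means inhibition at or above 25%, using the most active replicate where run in duplicate; inactive means inhibition below 25%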
Target sequence (Q9BYT3 whole entry, looked up): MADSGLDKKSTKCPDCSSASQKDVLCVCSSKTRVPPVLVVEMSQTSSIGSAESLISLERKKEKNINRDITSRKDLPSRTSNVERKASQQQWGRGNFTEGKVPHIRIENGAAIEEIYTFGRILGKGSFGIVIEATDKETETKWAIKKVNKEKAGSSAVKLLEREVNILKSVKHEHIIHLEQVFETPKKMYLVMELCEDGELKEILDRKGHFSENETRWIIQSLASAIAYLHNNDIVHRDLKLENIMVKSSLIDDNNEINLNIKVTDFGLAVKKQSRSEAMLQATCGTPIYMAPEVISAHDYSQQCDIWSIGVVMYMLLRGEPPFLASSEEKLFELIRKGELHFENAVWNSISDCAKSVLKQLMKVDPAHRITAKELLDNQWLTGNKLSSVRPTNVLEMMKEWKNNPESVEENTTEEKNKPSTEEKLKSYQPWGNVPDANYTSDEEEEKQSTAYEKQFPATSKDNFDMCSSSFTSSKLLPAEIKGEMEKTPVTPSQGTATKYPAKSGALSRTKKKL
An asterisk follows results filed as active.

SMILES	OX1R FRET antag	STK33 kinase inh
CCOC(=O)N1CCN(CC(O)COC2CC(C)CC(C)(C)C2)CC1 (stereo unspecified)	14.8	-0.7
O=C1/C(=C/c2ccc(O)c([N+](=O)[O-])c2)SC(=S)N1Cc1ccccc1	19.6	-2.7
Cc1cc(NC(=O)c2cccc([N+](=O)[O-])c2)no1	11.2	1.0
COc1ccc(CN2CCNC(=O)C2CC(=O)N(C)Cc2ccno2)c(F)c1 (stereo unspecified)	0.7	-1.4
CCOC(=O)CN1C(=O)S/C(=C\c2ccc(-c3cccc(C(=O)O)c3C)o2)C1=O	14.8	-0.5
CCc1ccc(NC(=O)COC(=O)/C=C/c2ccco2)cc1	12.4	-0.2
Cc1ccc(-c2nc(N/N=C/c3ccncc3)c3ccccc3n2)cc1	-1.5	-0.4
CCC(C)NS(=O)(=O)c1cc2c3c(c1)CCN3C(=O)CC2 (stereo unspecified)	-0.6	-0.4
CC1(C)Cc2c(c(N3CCOCC3)nc3sc4c(NCc5ccco5)nnnc4c23)CS1	13.4	-1.7
C[C@H]1[C@@H](OC(=O)CCC(=O)O)O[C@@H]2OC3(C)CC[C@H]4[C@H](C)CC[C@@H]1[C@@]24OO3	11.1	-1.6
CCOc1ccc(-n2c(C)nc(O)c2N=Nc2ccccc2)cc1	15.5	-2.3
CCCN(CCC)CCCNC(=O)C1CCN(S(=O)(=O)c2cccc3nsnc23)CC1	40.0*	2.5
COc1cc(C(=O)NCC(=O)NCCSc2ccc(Br)cc2)cc(OC)c1OC	19.8	-1.4
COc1ccc(N2CCN(C(=O)c3c(Cl)cnn3C)CC2)cc1	9.8	-1.4
CC(C(=O)Nc1ccc(F)c(F)c1)N1CCN(C)CC1 (stereo unspecified)	-2.2	0.6

Four compounds drawn at random from those above:
SMILES	OX1R FRET antag	STK33 kinase inh
Cc1cc(NC(=O)c2cccc([N+](=O)[O-])c2)no1	11.2	1.0
COc1cc(C(=O)NCC(=O)NCCSc2ccc(Br)cc2)cc(OC)c1OC	19.8	-1.4
CCOc1ccc(-n2c(C)nc(O)c2N=Nc2ccccc2)cc1	15.5	-2.3
CCc1ccc(NC(=O)COC(=O)/C=C/c2ccco2)cc1	12.4	-0.2

(more compounds)
SMILES	OX1R FRET antag	STK33 kinase inh
O=C(NC1CCCCCC1)C(=S)N1CCOCC1	14.5	-1.5
Cc1noc(C)c1CN1C(=O)NC2(CCc3ccccc3C2)C1=O (stereo unspecified)	7.8	1.2
O=C(NC(C(=O)N1CCCC1C(=O)O)=C1CCCCC1)c1ccccc1 (stereo unspecified)	2.8	-1.6
CN(Cc1ccc(C(F)(F)F)cc1)C(=O)c1ccc2ccccc2n1	5.0	-0.9
C/C(=N\Nc1ccc(F)cc1F)c1cccs1	24.8	-1.8
Cc1ccc(C(=O)N2CCC(C(=O)c3ccc(Cl)cc3)CC2)cc1	7.5	-0.4
CC(=O)NC(C)c1cc(Cl)c2ccccc2c1O (stereo unspecified)	13.6	-1.2
Cc1cc(C)nc(SCc2cc(=O)c(OC(=O)c3cccc([N+](=O)[O-])c3)co2)n1	13.9	-3.1
CCOC(=O)c1cc(-c2ccccc2)n(CC(=O)Nc2cc(OC)cc(OC)c2)c1C	20.3	-0.6
COc1ccc(-c2csc(Cc3nnc4n3CCCCC4)n2)cc1OC	16.5	0.8
Cc1c(C(=O)N(Cc2ccco2)Cc2cccs2)oc2ccccc12	0.9	0.0
CC(=O)O[C@H]1CC[C@@]2(C)C(=CC[C@H]3[C@@H]4CC[C@H](C(C)=O)[C@@]4(C)CC[C@@H]32)C1	11.6	-0.4
O=C(NCc1ccncc1)c1ccc(Cl)c(S(=O)(=O)N2CCCCC2)c1	8.7	-0.5
O=C(NCCc1ccc(Cl)cc1)c1n[nH]c2ccccc12	6.2	5.7
CCCCn1c(C(C)NC(=O)CCC)nc2ccccc21 (stereo unspecified)	0.9	1.0
COc1ccc2nc(C)cc(N/N=C/c3ccccc3)c2c1	2.7	0.1
C[N+]1(C)CC2=Cc3ccccc3CC2C1 (stereo unspecified)	38.9	0.2
COc1cc(/C=C(/C#N)C(=O)NCCc2c[nH]c3ccccc23)ccc1OCc1ccccc1F	4.0	0.5
CCC(=O)c1ccc(OCC(=O)NCCC2=CCCCC2)c(OC)c1	7.7	-0.9
COc1ccc(-n2nc(C(=O)NCC(=O)Nc3cccc(Cl)c3)c3ccccc3c2=O)cc1	16.1	0.4
O=C(NCCc1ccccc1)c1cccc(N2C(=O)C3CC=CCC3C2=O)c1 (stereo unspecified)	20.6	0.1
CCc1ccc(OCC(=O)c2c(O)c3ccccc3oc2=O)cc1	56.6	-0.7
Cc1c(C(=O)N(C)c2ccccc2Cl)cnn1-c1ccccc1	2.3	0.1
CCCCCCc1ccc(OCC(=O)OC)cc1OCC(=O)OC	14.0	-0.1
CC(C)C[C@@]12C(=O)N(c3cccc(F)c3)C(=O)N1[C@H](c1ccc(F)cc1)[C@@H]1C(=O)N(C3CCCCC3)C(=O)[C@@H]12	19.3	0.3
COc1ccccc1N1CCN(C(=O)CSc2ncnc3c2cnn3-c2ccc(C)c(C)c2)CC1	18.5	-0.3
CCn1c(C(=O)N2CCC(C(=O)NCc3ccc(OC)cc3)CC2)cc2sccc21	3.9	-1.7
CN(CC(=O)N1CCc2ccccc21)S(=O)(=O)c1ccc(Br)s1	21.1	-0.5
CN(C)CC(O)COC(c1ccc(Cl)cc1)c1ccc(Cl)cc1 (stereo unspecified)	6.4	-1.0
CC(C)CNc1nc(N)c([N+](=O)[O-])c(NC2CCCCC2)n1	11.4	-0.1

Molecules listed so far with fluorine, in the order listed:
SMILES	OX1R FRET antag	STK33 kinase inh
COc1ccc(CN2CCNC(=O)C2CC(=O)N(C)Cc2ccno2)c(F)c1 (stereo unspecified)	0.7	-1.4
CC(C(=O)Nc1ccc(F)c(F)c1)N1CCN(C)CC1 (stereo unspecified)	-2.2	0.6
CN(Cc1ccc(C(F)(F)F)cc1)C(=O)c1ccc2ccccc2n1	5.0	-0.9
C/C(=N\Nc1ccc(F)cc1F)c1cccs1	24.8	-1.8
COc1cc(/C=C(/C#N)C(=O)NCCc2c[nH]c3ccccc23)ccc1OCc1ccccc1F	4.0	0.5
CC(C)C[C@@]12C(=O)N(c3cccc(F)c3)C(=O)N1[C@H](c1ccc(F)cc1)[C@@H]1C(=O)N(C3CCCCC3)C(=O)[C@@H]12	19.3	0.3

More results:
SMILES	OX1R FRET antag	STK33 kinase inh
CCc1nnc(NC(=O)CCC(=O)NC2CCCCCCC2)s1	10.2	-0.9
CC(C)(C)C(=O)OC/C(N)=N/OC(=O)c1ccc(Cl)cc1	0.1	-1.6
COC(=O)c1sccc1NC(=S)N1CCC(C)CC1	7.1	7.0
Cc1ccc(C(=O)N(C)c2ccc(OCC(=O)N3c4ccc(C)cc4C4CN(C)CCC43)cc2)cc1 (stereo unspecified)	25.8	-0.4
CCOC(=O)Cc1nnc(NC(=O)C(CC)Sc2nc(C)cc(=O)[nH]2)s1 (stereo unspecified)	7.0	-0.6
COc1cc(C2NC(=O)CCC2[N+](=O)[O-])cc(OC)c1OC (stereo unspecified)	2.6	-0.2
O=C(CN1C(=O)c2cccc3cccc(c23)C1=O)N1CCCCCC1	56.0*	-1.2
CC(=O)c1c(C)cc(C)c(CSc2nc(C)cc(=O)[nH]2)c1C	1.3	0.4
Cc1ccc(S(=O)(=O)N(CC(=O)N2CCC(C)CC2)Cc2ccccc2F)cc1	17.2	-0.8
Cc1ccc2cc(CN(Cc3ccco3)C(=O)NCc3ccccc3)c(=O)[nH]c2c1C	34.8	-1.3
N/C(=N\OC(=O)COc1ccc(Br)cc1Cl)c1ccccn1	7.6	0.7
CCCCS(=O)(=O)c1sc2nc(C)cc(C)c2c1N	9.4	-1.9
CC1(C)Cc2c(c(-c3ccco3)[nH]c(=O)c2C#N)CS1	35.7	0.4
COc1cccc(OC)c1OC(=O)/C=C/c1ccc(C)o1	9.7	0.3
CCO/N=C1\C(=O)N(c2ccccc2)c2ccccc21	47.3	-0.5
NC(=O)c1c(NC(=O)c2cccnc2Cl)sc2c1CCCC2	38.0	1.1
COc1cccc(OC)c1OCCNCCO	-5.2	-1.7
CNS(=O)(=O)c1cc(NC(=O)CCNC(=O)c2ccco2)ccc1C	16.7	0.3
COc1ccc(S(=O)(=O)Nc2nc3c(s2)C(=O)CC(C)(C)C3)cc1	20.6	-2.3
CCOc1ccc(N(CC(=O)N2CCc3ccccc32)S(=O)(=O)c2c(C)noc2C)cc1	16.7	-2.4
NS(=O)(=O)c1cccc(NC(=O)CNC(=O)CC23CC4CC(CC(C4)C2)C3)c1	19.7	2.0
CC(OC(=O)c1cccc([N+](=O)[O-])c1)C(=O)NCc1ccc2c(c1)OCO2 (stereo unspecified)	20.4	-1.0
CCC(C)[C@H](NC(=O)Nc1ccc2c(c1)OCCO2)C(=O)OC (stereo partly specified)	2.2	-0.5
C=CCn1c(SCC(=O)c2ccc(OC)cc2)nnc1-c1ccc2c(c1)OCO2	15.2	-0.6
Cc1cccc2c1CC(C)(C)N=C2C1=C(O)CCCC1=O	20.4	-1.0
Cc1cc(=O)oc2cc(OCC(=O)N3CCCc4ccccc43)ccc12	2.3	0.6
CC(OC(=O)Cc1cccc(C(F)(F)F)c1)C(=O)Nc1ccc(Cl)cn1 (stereo unspecified)	3.7	-2.8
O=C(OCc1cccnc1)C1=Cc2ccccc2OC1	17.4	-1.0
COc1ccc(OC)c(NC(=O)C2CC(=O)n3ncnc3N2)c1 (stereo unspecified)	-1.4	0.3
Clc1ccccc1Nc1c2c(nc3ncnn13)CCC2	6.2	1.3
CNC(=O)C1CCC(=O)N1Cc1ccc(C)cc1 (stereo unspecified)	9.0	-0.6
COc1cc(SC)ccc1C(=O)NCCN1CCOCC1	1.3	-1.1
COc1ccc(NC(=O)Nc2cccc([N+](=O)[O-])c2)cc1Cl	73.8*	-0.3
O=C(COc1ccc(Cl)cc1)NCc1ccccc1	4.7	7.1
CCN(CC)S(=O)(=O)c1ccc(/C=C/C(=O)Nc2ccc(F)c(F)c2F)cc1	21.7	-6.0
CC1(C)CC(=O)C(C=NCCN2CCN(C(=S)Nc3ccccc3)CC2)=C(O)C1	13.8	-1.4
O=C(NCCc1ccccn1)C1CCCN(S(=O)(=O)Cc2ccccc2)C1 (stereo unspecified)	13.6	-0.4
O=C(Nc1nccs1)c1cc2cc(Cl)ccc2oc1=O	6.9	0.0
COCCCNc1nc2ccccc2nc1NS(=O)(=O)c1cc(Cl)ccc1Cl	36.7	-1.1
COc1cc(-c2cc(C(=O)OCC(=O)Nc3ccc4c(c3)OCO4)c3ccccc3n2)cc(OC)c1OC	15.0	-0.3
CN1CCN(C(=S)NC(=O)c2ccc(S(=O)(=O)N3CCOCC3)cc2)CC1	1.5	-1.4
O=[N+]([O-])c1cc(C(F)(F)F)cc([N+](=O)[O-])c1NCCCN1CCOCC1	64.9	-1.0
CCOc1nc(NC(C)C)nc(NC(C)C)n1	13.3	-1.4
Cc1ccc(CN2CCN(C(=O)c3ccco3)CC2)cc1	4.1	-1.3
CCc1ccccc1NC(=O)C1CCCN1S(=O)(=O)c1ccc2c(c1)n(C)c(=O)c(=O)n2C (stereo unspecified)	7.2	-2.6
CCCCCCCC[n+]1c(C)n(-c2ccccc2)c2ccc(NC(C)=O)cc21	12.5	-1.3
Cc1ccc2c(C)c(C(=O)N3CCC(O)(c4ccccc4)CC3)oc2c1C	3.4	-0.5
O=C(Cn1nc2sc3ccccc3n2c(=O)c1=O)c1ccc(Cl)cc1	6.1	1.6
COc1nccc(C(F)(F)F)c1C(=O)Nc1ccc(Cl)cc1	6.5	-2.2
Cc1ccc(C(=O)NC(=C(Cl)Cl)S(=O)(=O)c2ccc(Cl)cc2)cc1	14.8	-0.4
CCOC(=O)c1sc(-c2ccc(Cl)cc2)nc1O	8.2	0.7
CCCCN(C(=S)NC(=O)c1ccccc1)c1c(N)n(Cc2ccccc2)c(=O)[nH]c1=O	11.5	-1.9
O=C(CN(C(=O)CCC(=O)Nc1nccs1)c1ccc2c(c1)OCO2)NCc1ccccc1	13.9	0.2
Cc1ccc(Cn2cnc3c(cnn3-c3ccc(F)cc3)c2=O)cc1	8.0	-1.3
COc1cc(C(=O)OCC(=O)c2c(N)n(C)c(=O)n(C)c2=O)ccc1OCCC(C)C	12.9	0.4
Cc1ccc(S(=O)(=O)NC(C)C(c2cccs2)N2CCN(C)CC2)cc1 (stereo unspecified)	5.5	-1.7
CCCC(c1nnnn1Cc1cccs1)N1CCN(c2nc3ccccc3s2)CC1 (stereo unspecified)	21.5	-1.3
Cc1ccccc1NS(=O)(=O)c1cc2c(cc1C)NC(=O)CO2	-2.0	3.9
COc1cccc(C(=O)N2CCN(C(=O)Cc3ccccc3)CC2)c1	6.2	-0.7
Cc1cc(C)n(CCC(=O)N2CCc3ccccc32)n1	10.3	-2.8

Additional entries follow.
SMILES	OX1R FRET antag	STK33 kinase inh
CN(C(=O)CN(c1ccccc1)S(=O)(=O)c1ccc(F)cc1)C1CCS(=O)(=O)C1 (stereo unspecified)	15.5	-0.6
O=C(CSc1nc2scc(-c3ccccc3)c2c(=O)[nH]1)NC1CCCCC1	24.4	0.5
COc1ccccc1NS(=O)(=O)c1cc(N=N/C(C(=O)Nc2ccc(Cl)cc2)=C(/C)O)ccc1C	-0.5	-2.0
O=C(C[N+]1(CC#Cc2ccccc2)CCCCC1)c1ccccc1	15.9	-0.5
Cc1occc1-c1nc(-c2ccccn2)no1	13.9	-2.8
O=C(NCCc1nc2ccccc2[nH]1)C1CCC(=O)N(CCc2cccc(F)c2)C1 (stereo unspecified)	24.4	-1.2
Cc1ccc(C(O)CSc2nnc(-c3ccc4ccccc4c3)n2C)cc1 (stereo unspecified)	-0.1	-0.6
O=C(CSc1ncnc2ccccc12)Nc1ccc2c(c1)OCO2	10.7	-0.4
COc1ccc(NC(=O)Nc2cccc3c2O[C@@H](CN(C)CC2CCCCC2)[C@@H](C)CN([C@H](C)CO)C3=O)cc1	7.0	-0.1
O=C1CN(C(=O)COC(=O)CCC(=O)c2ccc(Cl)cc2)c2ccccc2N1	7.7	-1.5
CCN(CC)CCOC(=O)C(Cc1cccc2ccccc12)CC1CCCO1 (stereo unspecified)	-2.3	0.0
CCOC(=O)c1csc(NC(=O)CSc2nnnn2CC)n1	8.2	-1.0
CCN(C(=O)COC(=O)CCc1ccccc1)c1ccccc1	10.3	-1.6
